# VP16 counter = Gal4-VP16 reporter inhibition counter-screen. actives 3.5% (n = 310,000). Potency, µM (doses to about 53.6 µM), for the others: at the highest dose activity, negative = inhibition, usual class: inhibitors. Drosophila S2 Gal4-VP16 UAS-luciferase, luminescence, 20 h;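 also: Gal4-VP16 expression switched on by copper sulfate through the metallothionein promoter; potency is read from the fitted curve at half-maximal effect; % is scaled to controls: 0 for no effect and ±100 for the full control effect; nearly all actives have a fitted effect of over 50% in size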
# ELG1 genotox = induces genotoxicity in HEK293T cells with luciferase-tagged ELG1 | HEK293T ELG1-luciferase reporter, luminescence, 16 h | AID 504466 | actives 1.3% (n = 330,000) | Potency, µM (top dose mostly 46 µM), inactives show at the top dose activity change, positive = activation, most hits filed as activators; also: potency is read from the fitted curve at half-maximal effect; % of control where 0% means no effect; nearly all actives have a fitted effect of over 60% in size
#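 Genotoxicity was scored as increased ELG1-luciferase reporter signal, measured by ONE-Glo luminescence (30 min, room temperature). Compound or vehicle exposure of the HEK293T reporter cells lasted 16 hr at 37°C.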
# RORg inh = inhibitors of mouse ROR gamma transcriptional activity; P51450; Drosophila S2 Gal4-RORgamma UAS-luciferase reporter, 20 h; Potency, µM (highest dose often 53.6 µM), without a hit: at the top dose activity change, negative = inhibition, usual class: inhibitors; actives 5.4% (n = 310,000); AID 2551; also: potency is read from the fitted curve at half-maximal effect; % is scaled to controls: 0 for no effect and ±100 for the full control effect; nearly all actives have a fitted effect of over 60% in size
# Target sequence (P51450 whole entry, looked up, the tested form may be a part): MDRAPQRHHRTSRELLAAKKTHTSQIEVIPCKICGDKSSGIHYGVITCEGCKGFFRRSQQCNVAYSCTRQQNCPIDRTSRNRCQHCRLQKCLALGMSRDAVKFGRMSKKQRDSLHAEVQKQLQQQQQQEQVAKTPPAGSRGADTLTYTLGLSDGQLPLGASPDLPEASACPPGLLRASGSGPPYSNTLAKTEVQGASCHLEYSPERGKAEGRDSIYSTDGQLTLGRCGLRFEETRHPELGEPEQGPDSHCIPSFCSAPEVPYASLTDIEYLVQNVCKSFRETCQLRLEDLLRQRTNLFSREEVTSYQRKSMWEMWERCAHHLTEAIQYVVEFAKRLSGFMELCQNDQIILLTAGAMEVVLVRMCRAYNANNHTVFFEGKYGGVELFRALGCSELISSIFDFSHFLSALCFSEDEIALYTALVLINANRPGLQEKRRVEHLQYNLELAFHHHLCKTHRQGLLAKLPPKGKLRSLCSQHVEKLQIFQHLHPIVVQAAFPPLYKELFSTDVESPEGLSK
#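 In this cell-based reporter format, copper sulfate (700 uM final) drives Gal4–ROR gamma fusion expression from a metallothionein promoter in Drosophila Schneider cells; compounds preincubated 1 hr, reporter read after 20 hr at ambient temperature.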
# uPA surface inh = cell surface uPA generation inhibition; actives 0.31% (n = 330,000); cell surface uPA generation assay, qHTS; Potency, µM (titrated, usually from 38.3 µM), inactives show at the highest dose activity change, negative = inhibition, hits mostly inhibitors; active = well fitted inhibition curve with a large enough effect; inconclusive = small, poorly fitted or top-dose-only effect; inactive = no such curve, though single readings can be large or run the other way; tested in mouse RAW 264.7 cells; also: potency is read from the fitted curve at half-maximal effect; % is scaled to controls: 0 for no effect and ±100 for the full control effect; nearly all actives have a fitted effect of over 55% in size
# NPC1 promoter act = activates the NPC1 promoter | Potency, µM (series often up to 9.22 µM), inactives show at the top dose activation, actives largely listed as activators | AID 485313 | actives 2.4% (n = 320,000) | Huh7 NPC1 promoter luciferase reporter, 24 h;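 also: potency is read from the fitted curve at half-maximal effect; % of control where 0% means no effect; nearly all actives have a fitted effect of over 60% in size; reporter is driven by a mutant NPC1 promoter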
#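 Compounds in DMSO were transferred onto Huh7 NPC1-luciferase reporter cells pre-incubated 2 h; after 24 h at 37 °C, Amplite reagent was dispensed and luminescence recorded 10 min later.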
# Coupling enz = coupling enzyme interference in Giardia aldolase counter-screen. coupling enzyme system counterscreen, AmpLite Red fluorescence. activity change, negative = inhibition, % at 58.2 µM, hits read low. actives 0.67% (n = 290,000). AID 2472; in the data active = activity change below about -30%; also: % is scaled to controls: 0 for no effect and ±100 for the full control effect
#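 First, compound is pin-transferred into glyceraldehyde-3-phosphate coupling-enzyme reagent at 57.5 uM final and held 10 min at RT. Next, substrate, coupling system and AmpLite Red are added. After 20 min RT, fluorescence (525/598 nm) is read.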
# Giardia killer = Giardia lamblia killing | Giardia lamblia trophozoite viability | activity change, % at 7.66 µM, hits read low | actives 0.15% (n = 340,000); in the data active = activity change below about -80%; inconclusive = between about -30% and that limit;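 also: parasites exposed to compound for two days anaerobically before the ATP read; % is scaled to controls: 0 for no effect and ±100 for the full control effect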
#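 ATP-content bioluminescence gauges trophozoite survival. Cells (100/well) receive compound and incubate anaerobically for 48 hrs at 37 deg C; detection reagent follows for 15-30 min at room temperature.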
# Rab9 prom act = Rab9 promoter activation. Huh7 Rab9 promoter-luciferase reporter, luminescence, 24 h. Potency, µM (titrated, usually from 9.22 µM), inactives show at the top dose activation, negative = inhibition, actives largely listed as activators. actives 2.8% (n = 320,000); also: potency is read from the fitted curve at half-maximal effect; % of control where 0% means no effect; nearly all actives have a fitted effect of over 60% in size
#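 Stable Rab9-luc Huh7, 1500 cells/well, 2 h settle; cmpd in DMSO, 24 h, 37 °C/5% CO2; luciferase reagent 10 min RT; luminescence.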
# Tb PFK block = blocks T. brucei phosphofructokinase. O15648. T. brucei PFK, ADP-Glo luminescence. Potency, µM (highest dose often 57.5 µM), without a hit: top-dose activity, negative = inhibition, hits mostly inhibitors. actives 0.17% (n = 330,000);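 also: potency is read from the fitted curve at half-maximal effect; 0% = uninhibited 1x PFK enzyme wells and -100% = no-enzyme wells; nearly all actives have a fitted effect of over 60% in size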
#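 PFK 1.25 nM, F6P 0.5 mM, ATP 0.1 mM, 0.1 M TEA pH 8.0, 5 mM MgCl2, 0.01% Tween20, 0.1% BSA; 45 min RT. ADP-Glo readout. qHTS titration up to 57 uM; curves fitted, compounds curve-classed.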
# FLuc counter = counter-screen for miR-21 project: firefly luciferase inhibitors or activators; P08659; actives 6.9% (n = 360,000); Potency, µM (highest dose often 57.5 µM), for inactives: top-dose activity change, negative = inhibition, usual class: inhibitors; purified FLuc, Km substrates, luminescence inhibition;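 also: potency is read from the fitted curve at half-maximal effect; plate controls were vehicle for no effect and reference inhibitor for full effect; nearly all actives have a fitted effect of over 55% in size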
# Target sequence (P08659 whole entry, looked up): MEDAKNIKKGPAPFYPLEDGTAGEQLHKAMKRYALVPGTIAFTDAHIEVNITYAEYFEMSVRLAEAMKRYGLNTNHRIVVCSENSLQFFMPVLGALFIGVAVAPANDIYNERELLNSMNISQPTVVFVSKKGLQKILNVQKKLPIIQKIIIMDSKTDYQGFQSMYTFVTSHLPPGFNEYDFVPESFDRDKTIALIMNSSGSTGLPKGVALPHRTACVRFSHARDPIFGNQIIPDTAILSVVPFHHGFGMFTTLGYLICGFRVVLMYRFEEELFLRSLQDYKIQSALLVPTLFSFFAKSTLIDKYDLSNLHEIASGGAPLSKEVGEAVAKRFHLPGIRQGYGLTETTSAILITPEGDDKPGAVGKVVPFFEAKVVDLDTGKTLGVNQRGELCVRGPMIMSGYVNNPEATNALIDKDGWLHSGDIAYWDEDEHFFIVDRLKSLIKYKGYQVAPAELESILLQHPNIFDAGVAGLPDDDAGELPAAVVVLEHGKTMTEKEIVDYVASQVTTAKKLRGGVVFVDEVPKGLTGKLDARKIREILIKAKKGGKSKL
#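 Purified P. pyralis luciferase, 10 nM final, with Km-level 10 uM D-luciferin and 10 uM ATP in 50 mM Tris acetate pH 7.5, 10 mM Mg acetate, 0.01% Tween-20, 0.05% BSA; 6-point qHTS titration about 60 µM downward; luminescence read.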
# KCNH2 3.1 block = inhibitors of human KCNH2 3.1 potassium channel isoform | U2OS KCNH2 3.1, thallium flux FluxOr; hits give low values | activity change, % (tested at about 1.8 µM) | actives 0.95% (n = 340,000);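 active = maximum activity change below -70%; inconclusive = maximum activity change from -70% to -50%; inactive = maximum activity change above -50%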;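 also: thallium influx rate constant from kinetic fluorescence after stimulation buffer; % is scaled to controls: 0 for no effect and ±100 for the full control effect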
#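 Virally transduced U2OS (3.1 isoform, 4 h infection in dark at RT) → overnight 37 C → FluxOr + Red40 in HBSS/HEPES, 45 min → stimulation buffer, 2 min kinetic read → rate constant vs DMSO controls.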
# * marks the source's active call; other numbers are inactive results; ? = inconclusive; · = no result given; [ ] = dose if it differs, or a comment. Unless noted, calls follow the shape of the dose curve; as a rule, active = well fitted curve in the direction sought with a large enough effect; inconclusive = small, poorly fitted or top-dose-only effect, or another doubt; inactive = no such curve, though single readings can be large; an effect the other way counts as inactive or inconclusive.
SMILES,VP16 counter,ELG1 genotox,RORg inh,uPA surface inh,NPC1 promoter act,Coupling enz,Giardia killer,Rab9 prom act,Tb PFK block,FLuc counter,KCNH2 3.1 block
Cc1ccc(CC(=O)Nc2cc([N+](=O)[O-])ccc2F)cc1,4%,1%,2%,20%,-6%,-3,16,-3%,-3%,2%,-19
CNC(=S)N/N=C/c1c(C)nn(-c2ccc(F)cc2)c1Cl,7.1µM*,15%,2.8µM*,-8%,-3%,0,-17,-4%,0%,-3%,11
COc1ccc(C(CNC(=O)c2ccc(S(=O)(=O)N3CCCC3)cc2)N(C)C)cc1OC (centres undefined),-1%,-1%,14%,-6%,-4%,2,?,-4%,-2%,-1%,0
C=CCN(C(=O)c1csnn1)C(C(=O)NCc1ccc(F)cc1)c1sccc1C (centres undefined),6%,-9%,22%,6%,-6%,-1,-15,1%,-8%,1%,-10
O=P(O)(O)CP(=O)(O)O,-5%,-2%,4%,·,-1%,3,·,0%,?,4%,·
Cc1ccc(S(=O)(=O)N2CCOCC2)cc1C(=O)Nc1c(C)n(C)n(-c2ccccc2)c1=O,0%,2%,14%,1%,-6%,1,-5,14%,2%,0%,-11
CCc1ccc(Nc2c([N+](=O)[O-])c(=O)oc3ccccc23)cc1,3%,-4%,?,-9%,-3%,0,-11,2%,-3%,-8%,4
CC(C(=O)N1CCN(Cc2ccccc2)CC1)c1ccc([N+](=O)[O-])cc1 (centres undefined),-2%,-2%,3%,0%,2%,0,-3,-1%,-3%,6%,1
CCOc1cc(-c2nnc(NC(=O)C3=COCCO3)o2)cc(OCC)c1OCC,·,-15%,·,2%,-1%,·,-5,-2%,-1%,0%,11
CS(=O)(=O)Nc1ccc(S(=O)(=O)NC2CCCCC2)cc1,-9%,2%,23%,4%,0%,-1,1,-2%,1%,0%,8
Cc1ccc(/C=C2/CCc3c([nH]c4ccccc34)C2=O)cc1,?,?,?,-1%,0.5µM*,-1,2,0.45µM*,9%,0.76µM*,-11
Nc1cccc(NC(=O)CN2CCOCC2)c1,16%,4%,-22%[1.91 µM],2%,-1%,-2,8,2%,-3%,0%,1
O=C(OCC1OC2C(Oc3nc(=O)ccn32)C1O)c1ccccc1 (centres undefined),-6%,4%,4%,1%,-2%,12,0,0%,4%,0%,-3
O=c1[nH]c2cc3c(cc2cc1C(c1nnnn1CC1CCCO1)N1CCCC1)OCO3 (centres undefined),6%,-1%,-3%,·,-2%,1,1,-6%,-2%,1%,-1
CCc1ccccc1NC(=O)CN(C)Cc1c(O)ccc2ccccc12,?,2%,-31%,-2%,9%,-13,7,0%,-5%,-4%,-1
CCOc1ccccc1-n1ccn(CC(=O)Nc2ccc(Br)cc2F)c(=O)c1=O,·,-2%,·,-17%,1%,·,1,14%,-3%,-1%,-11
CCc1ccc(OCC(=O)NC(=S)Nc2ccc(C(C)=O)cc2)c(Br)c1,1%,-1%,20%,11%,-2%,2,9,1%,0%,3%,2
COC(=O)C1(C)NC(c2ccccc2C)C2C(=O)N(c3ccc(F)cc3)C(=O)C21 (centres undefined),13%,2%,?,-1%,1%,0,3,2%,3%,3%,-5
COc1cc(Cl)ccc1OCc1cc(C(=O)NC(C)Cc2cccnc2)no1 (centres undefined),-8%,5%,23%,?,?,·,-4,?,0%,8.5µM*,-12
O=C(CSc1nnnn1-c1ccc2c(c1)OCO2)NCc1cccs1,3%,-5%,-5%,3%,11%,0,5,13%,3%,-12%,-7
COc1cc([N+](=O)[O-])ccc1NC(=O)NCc1ccco1,10%,1%,42%,·,-1%,-1,8,-1%,-12%,?,22
CC(C)CC1NC(=O)N(CCCCN2C(=O)c3ccccc3C2=O)C1=O (centres undefined),-5%,1%,10%,2%,-4%,1,-2,3%,3%,3%,5
C=CCOc1cccc(C2c3c(oc4ccccc4c3=O)C(=O)N2c2ccccn2)c1 (centres undefined),-1%,13%,-11%,-17%,3%,2,30,-3%,-3%,-1%,-2
Cc1ccc(S(=O)(=O)NCc2ccncc2)cc1C(=O)NCC(C)C,-10%,-12%,20%,-3%,-3%,-1,-16,-1%,-10%,0%,-3
CCOc1ccc(-c2nc(-c3cccnc3)no2)cc1,?,?,?,-3%,0.63µM*,-1,-27,0.56µM*,1%,0.95µM*,7
CCOC(=O)C1CCCN(C(=O)c2ccc3c(c2)N(C)C(=O)/C(=C/c2ccccc2Cl)S3)C1 (centres undefined),-12%,-10%,27%,-9%,-6%,·,-7,-5%,-3%,-12%,-26
Cc1nccn1S(=O)(=O)c1cc([N+](=O)[O-])ccc1Cl,-17%,?,-15%[10 µM],-3%,-12%,2,0,-33%[inhibitor],1%,3%,-5
COc1ccc(-n2c(Cc3cccn3C)nnc2SCC(=O)N2CCC(C)CC2)cc1,?,1%,11%,-4%,-3%,-3,5,-1%,-1%,1%,-10
CC1CCN(C(=O)CSc2nnc(CNC(=O)COc3ccc(Cl)cc3)o2)CC1,14%,-4%,0%,-1%,-4%,5,0,1%,-8%,1%,1
CCOC(=O)C1CCCN(C(=O)c2ccc(S(=O)(=O)N3CCCC3)cc2)C1 (centres undefined),·,5%,·,-1%,3%,·,6,-1%,23%,3%,4
COc1cccc(NC(=O)CCC2CCN(C(=O)c3scnc3C)CC2)c1,-10%,0%,-15%,1%,2%,·,18,4%,0%,4%,·
Cc1csc(SC(C)C(=O)NCC2CCCCC2)n1 (centres undefined),1%,-2%,18%,·,-1%,2,7,6%,-1%,-1%,-6
Cc1cc(C)c(S(=O)(=O)NC2CC3CCC2C3)c(C)c1 (centres undefined),-9%,-7%,20%,2%,5%,0,2,-2%,2%,-1%,-3
COc1ccc(C(C#N)Nc2ccccc2OC)cc1 (centres undefined),-5%,2%,9%,-2%,-2%,1,-15,12%,-1%,-2%,2
CCSc1nc2sc3c(c2c(=O)n1-c1ccc(C)cc1)CCN(C)C3,-2%,2%,-4%,1%,-4%,0,25,-4%,3%,-2%,-6
COC(=O)C1=C(C)NC(C)=C(C(=O)OC)C1c1ccc2ccccc2n1,9%,10%,-9%,0%,-3%,4,15,-1%,-1%,3%,-13
O=C(Nc1ccc(F)cc1F)NC1CC(=O)N(Cc2ccccc2)C1 (centres undefined),-5%,-2%,20%,2%,-1%,-1,10,-1%,-2%,-2%,3
CCc1ccc(-n2c(C)cc(/C=N/NC(=O)OC)c2C)cc1,-1%,14%,11%,-4%,1%,0,5,2%,-6%,19µM*,15
COc1cccc(NC(=O)Nc2ccc(Br)cn2)c1,-23%,?,-24%,1%,?,0,-2,3.2µM*,1%,?,22
COc1ccc(CNCc2ccc(C(F)(F)F)cc2)cc1OC,-3%,-11%,-13%,-4%,2%,1,8,6%,-5%,0%,11
O=C(CSc1nc2c(sc3ccccc32)c(=O)n1CCCN1CCOCC1)NC1CCCC1,-5%,1%,17%,1%,-6%,1,22,-3%,-1%,3%,-8
COc1ccc(-c2cnnc(N/N=C/C(C)=C/c3ccccc3)n2)cc1,2%,-1%,-3%,·,2%,2,·,-3%,-3%,-4%,·
CC(C)C(NC(=O)c1ccccc1)C(=O)NCc1ccccn1 (centres undefined),12%,2%,9%,·,-6%,0,7,0%,-2%,1%,4
C(#Cc1ccc(C#CCN2CCCC2)cc1)CN1CCCC1,0%[0.365 µM],?,-39%,4%,-4%,0,5,6%,-2%,5%,-1
O=C(NN1C(=O)c2cc(Br)ccc2NC1c1ccccc1Cl)c1ccncc1 (centres undefined),-19%,5%,?,-2%,-4%,1,5,-3%,2%,?,29
Cc1ccc2c(c1)N(CCCC(=O)NCCC1=CCCCC1)C(=O)CO2,4%,-7%,20%,·,0%,5,7,4%,4%,-5%,-7
CC1CC(CC(C)C(=O)Nc2nncs2)C(=O)O1 (centres undefined),-9%,1%,-7%,·,0%,7,8,-5%,-4%,0%,-10
Cc1ccccc1OCC(=O)NNC(=O)c1cc(S(=O)(=O)N2CCOCC2)ccc1N1CCCC1,·,0%,·,-2%,1%,·,-4,-2%,?,2%,-12
C/C(=N\N=C(/N)SC1CC(=O)N(c2ccccc2)C1=O)c1cccs1 (centres undefined),4%,0%,?,-1%,2%,2,11,3%,-1%,?,-6
CSc1cnn(Cc2ccccc2)c(=O)c1SCc1ccccc1,2.5µM*,2%,0.56µM*,-3%,-1%,-4,-1,-2%,0%,-9%,-1

# Outcome played no part in choosing rows; any-hit rate near 14%.
